Screens from PubChem.
KCNQ1 block – inhibitors of human KCNQ1 potassium channel. CHO-K1 KCNQ1, FluxOR thallium flux fluorescence; active compounds read high. B-score at 10 µM. 310,000 compounds, 1.3% hits. AID 2642;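 active means compounds whose thallium flux B-score, printed positive for inhibition, exceeds three library SD while starting fluorescence stays within three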;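 further: channel opened by potassium depolarization with thallium stimulus after 20 min compound exposure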
Target sequence (P51787 whole entry, looked up): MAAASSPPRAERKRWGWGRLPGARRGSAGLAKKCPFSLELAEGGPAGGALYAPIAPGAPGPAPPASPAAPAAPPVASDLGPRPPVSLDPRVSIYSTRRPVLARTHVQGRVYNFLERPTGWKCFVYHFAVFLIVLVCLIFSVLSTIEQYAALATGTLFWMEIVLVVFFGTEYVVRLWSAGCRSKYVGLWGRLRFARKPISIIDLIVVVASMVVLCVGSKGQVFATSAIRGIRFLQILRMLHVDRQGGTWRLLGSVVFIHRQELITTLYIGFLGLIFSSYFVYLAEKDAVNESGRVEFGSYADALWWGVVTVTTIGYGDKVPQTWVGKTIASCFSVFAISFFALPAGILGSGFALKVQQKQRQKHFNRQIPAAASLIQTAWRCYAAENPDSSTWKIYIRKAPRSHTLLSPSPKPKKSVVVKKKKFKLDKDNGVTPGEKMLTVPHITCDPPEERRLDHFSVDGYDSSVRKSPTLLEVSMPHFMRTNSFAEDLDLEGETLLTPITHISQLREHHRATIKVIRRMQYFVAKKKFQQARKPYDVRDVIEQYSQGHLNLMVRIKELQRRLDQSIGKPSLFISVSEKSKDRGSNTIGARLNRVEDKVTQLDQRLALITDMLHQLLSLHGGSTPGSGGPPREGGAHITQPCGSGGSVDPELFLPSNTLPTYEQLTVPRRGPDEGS
PolyA inhibitor – yeast polyadenylation inhibition; S. cerevisiae SKY197-pL101 polyadenylation reporter, beta-gal luminescence; efflux-impaired pdr1/pdr3 knockout yeast; score 100 = 6 SD above DMSO; calls only at 12 µM; 300,000 compounds, 0.02% hits; AID 1875;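 active means lowest replicate activity score at least 50, where 100 means six control SD above control mean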;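 further: yeast exposed to compound for 9 h at 30 °C; higher score means more reporter readthrough which indicates perturbed polyadenylation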
GSK3beta inhib – inhibitors of human GSK3beta kinase. GST-GSK3beta kinase, ADP-Glo luminescence, 60 min; active compounds read low. AID 2097. 300,000 compounds, 0.038% hits. activity score (negative = inhibition), % at 10 µM. P49841;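 active means more than half of replicate wells score below -50%, meaning over 50% inhibition versus plate controls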;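 further: 0% = median DMSO wells and -100% = median GW8510 positive control wells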
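Test system: GST-tagged human GSK3beta kinase, cell-free; evaluation: activity score scaled between in-plate DMSO and GW8510 controls; measured by: ADP-Glo luminescence; incubation: 60 min reaction, RT; benchmarks: DMSO and 20 µM GW8510; reagent: peptide substrate plus 25 µM ATP (final); medium: Tris/MgCl2 kinase buffer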
Dyrk1A ADPGlo – blocks rat Dyrk1A kinase activity | Q63470 | ADP-Glo luminescence, NFATc1 peptide | inhibition, % at 12.5 µM | 310,000 compounds, 0.43% hits | AID 504441; in the data active means inhibition above about 50%;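 further: plate controls were vehicle with enzyme for no effect and no enzyme for full effect; many of its hits are not listed in these tables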
GSK3 alpha inh – blocks human GSK-3 alpha kinase. P49840. ADP-Glo luminescence, 60 min. inhibition, % at 10 µM. 320,000 compounds, 0.1% hits;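 in the data active means inhibition above about 50%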;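 further: GST-tagged GSK-3 alpha with peptide substrate and 25 µM ATP; 0% = DMSO neutral wells and 100% = GW8510 positive control wells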
RGS4 act – potentiators or activators of RGS4; HEK293 M3R/inducible RGS4, carbachol calcium flux Fluo4; active compounds read low; B-score at 10 µM; 310,000 compounds, 0.92% hits; AID 463111;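 active means B-score of the integrated calcium signal more than 4 SD below the library mean, with starting fluorescence not abnormally high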;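 further: negative B-score means reduced calcium response which marks RGS4 activation or potentiation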
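Detection: kinetic calcium fluorescence imaging with Fluo4-AM dye, 2 µM / Material: HEK293 cells with stable M3R and inducible RGS4 / Schedule: recording 10 s baseline at 1 Hz, 100 s post-agonist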
KCNK3 inh – human KCNK3 channel inhibition, primary screen | AID 602410 | B-score at 10 µM | CHO-KCNK3 thallium flux, FluxOR fluorescence; active compounds read low | 340,000 compounds, 0.84% hits | O14649;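 active means B-score under library mean minus 4 SD, starting fluorescence ratio at most library mean plus 5 SD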;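 further: more negative B-score means stronger inhibition of thallium flux through KCNK3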
RGS4 inh – inhibitors of human RGS4; HEK293 M3R/RGS4 inducible, Fluo-4 calcium flux; active compounds read high; triggered by carbachol at its EC20; B-score at 10 µM; 310,000 compounds, 0.45% hits; AID 463165;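 active means B-score, a plate-corrected calcium signal, over three deviations above library mean, with baseline fluorescence within five deviations of library mean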;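 further: RGS4 expression induced by doxycycline in cells with stable M3 receptor; B-score is computed from the integrated fluorescence ratio over baseline after carbachol; higher B-score means a larger calcium signal and so more RGS4 inhibition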
KCNQ1 act – human KCNQ1 channel potentiation or activation. 310,000 compounds, 0.35% hits. CHO-K1 KCNQ1, thallium flux FluxOR fluorescence; active compounds read high. AID 2648. B-score at 10 µM. P51787;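 active means fluorescence ratio B-score, a plate-corrected score, at least three library SD, with initial intensity B-score within 5 SD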
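assay system = KCNQ1-transfected CHO-K1 cells | medium = assay buffer with matched DMSO | probe or stimulus = depolarizing K+/Tl+ stimulus, K2SO4 and Tl2SO4 each 12.5 mM in 5x stock | dosing = single dose | incubation = dye 90 min, compound 20 min, room temperature | detection = kinetic FluxOR fluorescence, 10 s baseline plus 110 s post-stimulus | evaluation = ratio B score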
KCNK9 inh – blocks the human KCNK9 two-pore domain potassium channel | 310,000 compounds, 1.2% hits | HEK293 KCNK9, FluxOR thallium flux fluorescence; active compounds read low | Q9NPC2 | B-score at 10 µM;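 active means ratio B-score over 3 SD below the library mean, with starting fluorescence within 5 SD of its mean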;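 further: negative B-score means less thallium flux so channel inhibition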
Target sequence (Q9NPC2 whole entry, looked up, the tested form may be a part): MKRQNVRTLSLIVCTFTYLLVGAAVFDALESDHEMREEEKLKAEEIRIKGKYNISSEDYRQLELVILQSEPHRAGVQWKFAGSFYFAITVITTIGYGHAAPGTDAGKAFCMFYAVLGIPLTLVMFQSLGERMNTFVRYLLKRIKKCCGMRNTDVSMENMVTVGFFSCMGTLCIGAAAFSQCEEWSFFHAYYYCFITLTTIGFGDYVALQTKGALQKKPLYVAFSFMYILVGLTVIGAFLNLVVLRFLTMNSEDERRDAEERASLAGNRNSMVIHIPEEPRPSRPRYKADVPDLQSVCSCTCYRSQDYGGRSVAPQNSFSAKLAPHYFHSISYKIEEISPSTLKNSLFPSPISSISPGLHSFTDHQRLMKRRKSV
hERG protect – compounds protecting human hERG from proarrhythmic drug block; activation (rescue from dofetilide block), less the hit threshold, % at 10 µM; CHO-hERG, FluxOR thallium flux, dofetilide IC70 present; AID 1511; Q12809; 310,000 compounds, 0.51% hits;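 active means activation above the mean of controls blocked by dofetilide plus 5 SD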;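 further: thallium influx through hERG after potassium depolarization seen as dye fluorescence rise; in these data hits start at about 4.7%; inactives centre near -7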
* = called active by the depositor; i = inactive; . = not tested or not shown.

SMILES | KCNQ1 block | PolyA inhibitor | GSK3beta inhib | Dyrk1A ADPGlo | GSK3 alpha inh | RGS4 act | KCNK3 inh | RGS4 inh | KCNQ1 act | KCNK9 inh | hERG protect
CCOC(=O)C(C)Sc1nc2c(c(=O)[nH]c(=O)n2C)n1C/C=C(/C)Cl (configuration not stated) | i | i | 0 | -2 | -2 | i | i | i | i | i | -7
O=C(NNC(=O)c1cc(-c2ccc(Cl)c(Cl)c2)nc2ccccc12)Nc1ccccc1 | i | i | -4 | 14 | -2 | i | i | i | i | i | -10
S=C(c1ccc(-c2ccc(Br)cc2)o1)N1CCOCC1 | i | i | 4 | . | -3 | i | i | i | i | i | -8
COc1ccc(NC(=O)Cc2c(SC)c3ccccc3n2Cc2ccccc2)cc1 | i | i | 0 | -2 | 2 | i | i | i | i | i | -4
Clc1ccc(CSc2ccc(-c3ccccn3)nn2)cc1 | i | i | -6 | 10 | -3 | i | i | i | i | i | -11
COc1ccccc1NC(=O)c1ccc(NS(=O)(=O)c2cccc3cccnc23)cc1 | i | i | 3 | 10 | . | i | i | i | i | i | -5
COc1cccc(-c2nc(C(=O)NCCCN3CCOCC3)cc3c2[nH]c2ccccc23)c1 | i | . | 2 | 9 | -2 | i | i | i | i | i | -24
CC1=C(C(=O)OCCOc2ccccc2)C(c2ccc(C)o2)C2=C(CC(C)(C)CC2=O)N1 (configuration not stated) | i | i | 2 | 3 | 1 | i | i | i | i | i | -10
O=C(NCCCN1CCCC1=O)c1cccc(S(=O)(=O)NCc2ccccc2)c1 | i | i | -3 | 3 | -3 | i | i | i | i | i | -8
NC(=O)Cn1nnc(-c2ccc(CN3CCCCC3)cc2)n1 | i | i | 0 | -4 | -4 | i | i | i | i | i | 3
Cc1cc(C(C)(C)C)oc1C(=O)N(CC(=O)NC1CCCC1)Cc1ccccc1 | i | i | 3 | -8 | 2 | i | i | i | i | i | -1
CCc1cccc(C)c1NC(=O)CSc1nc(C)c(C)o1 | i | i | 1 | . | -1 | i | i | i | i | i | -8
CCOC(=O)N1CCN(C(=O)CSc2nnc(-c3c[nH]c4ccccc34)n2CCOC)CC1 | i | i | 5 | 4 | 3 | i | i | i | i | i | -4
CC(c1ccccc1)C1CC(=O)N(c2cc(Cl)ccn2)C1=O (configuration not stated) | i | i | -4 | -4 | -1 | i | i | i | i | i | -13
COC(=O)CCCCNC(=O)Nc1ccccc1 | i | i | -4 | -6 | 0 | i | i | i | i | i | -8
CN1CCN(NC(=S)NC2CCCCC2)CC1 | i | i | 4 | -1 | 0 | i | i | i | i | i | 0
O=C(/C=C/c1ccccc1[N+](=O)[O-])NCc1ccncc1 | i | i | 2 | 4 | 1 | i | i | i | i | i | -9
COc1ccc(OC)c(S(=O)(=O)N2CCNCC2)c1 | i | i | 0 | -6 | 0 | i | i | i | i | i | -12
CC1CCCCC1NC(=O)c1ccc(N2CCCC2=O)cc1 (configuration not stated) | i | i | 1 | 16 | 2 | i | i | i | i | i | -12
COc1ccc(C(=O)c2coc3ccc(OC(C)=O)cc23)cc1 | i | i | -6 | 30 | 12 | i | i | i | i | i | -3

The last 3 entries of the part above are carried over, then new ones follow.
SMILES | KCNQ1 block | PolyA inhibitor | GSK3beta inhib | Dyrk1A ADPGlo | GSK3 alpha inh | RGS4 act | KCNK3 inh | RGS4 inh | KCNQ1 act | KCNK9 inh | hERG protect
COc1ccc(OC)c(S(=O)(=O)N2CCNCC2)c1 | i | i | 0 | -6 | 0 | i | i | i | i | i | -12
CC1CCCCC1NC(=O)c1ccc(N2CCCC2=O)cc1 (configuration not stated) | i | i | 1 | 16 | 2 | i | i | i | i | i | -12
COc1ccc(C(=O)c2coc3ccc(OC(C)=O)cc23)cc1 | i | i | -6 | 30 | 12 | i | i | i | i | i | -3
Cc1ccc(S(=O)(=O)N2CCC(=O)N(C(CO)Cc3ccccc3)CC2)cc1 (configuration not stated) | i | i | 3 | 7 | -4 | i | i | i | i | i | -7
COC(=O)C(C)Sc1nc2c(cnn2-c2ccc(F)cc2)c(=O)[nH]1 (configuration not stated) | i | i | -3 | 6 | 4 | i | i | i | i | i | -4
O=C(O)c1ccnc(SCC(=O)c2ccccc2)c1 | i | i | -1 | -2 | -1 | i | i | i | i | i | -7
COc1ccc(CC(=O)NC2CCCCCC2)c(OC)c1 | i | i | 2 | 7 | -1 | i | i | i | i | i | -12
CN(C)S(=O)(=O)c1cccc(NC(=O)COC(=O)C2(c3ccccc3F)CCCC2)c1 | i | i | -1 | -2 | -3 | i | i | i | i | i | -4
CC1CCN(CC(=O)Nc2ccc(S(=O)(=O)NC3CC3)cc2)CC1 | i | i | 2 | -6 | 0 | i | i | i | i | i | -13
CN(C)S(=O)(=O)N1CCC(Oc2cccc(C(=O)N3CCCCCCC3)c2)CC1 | i | i | 0 | 1 | 1 | i | i | i | i | i | -5
COc1ccc(C(=O)N2CCOCC2)cc1S(=O)(=O)N1CCCc2ccccc21 | i | i | 0 | 7 | -1 | i | i | i | i | i | -26
CCn1c(SCC(=O)NCc2ccccc2)nc2c(c1=O)SC(C)C2 (configuration not stated) | i | i | 1 | 6 | 1 | i | i | i | i | i | -11
CCN(CC)C(=O)c1sc(NC(=O)c2ccc3c(c2)OCO3)c(C#N)c1C | i | i | 5 | 2 | 0 | i | i | i | i | i | -5
CCOc1ccc(CCNC(=O)Cn2cccc2C(=O)c2ccccc2)cc1OCC | i | i | 3 | -13 | -1 | i | i | i | i | i | -6
O=C(NCCc1nc2ccccc2[nH]1)Nc1ccccc1 | i | i | -1 | -6 | 0 | i | i | i | i | i | -8
CN(C)S(=O)(=O)N1CCC(CCCC2CCN(S(=O)(=O)N(C)C)CC2)CC1 | i | i | 1 | 2 | -1 | i | i | i | i | i | -4
CCOC(=O)CSc1nc2ccccc2c(=O)n1CC | i | . | -1 | 1 | -6 | i | i | i | i | i | -1
CCN1C(c2ccccc2)=C(c2ccccc2)S/C1=C\C=C1/SC(=S)N(C)C1=O | i | . | -2 | -7 | 1 | i | i | i | i | i | -7
COC(=O)c1cccc(Oc2cccc(C(F)(F)F)c2)n1 | i | i | 2 | 0 | -3 | i | i | i | i | i | -8
COc1cccc(CN2CCN(Cc3ccon3)CC2CCO)c1 (configuration not stated) | i | i | 5 | 3 | -2 | i | i | i | i | i | -7
C/C(=N\NC(=O)COc1ccc(C(C)(C)C)cc1)c1ccc(N2CCOCC2)cc1 | i | i | 2 | -2 | 2 | i | i | i | i | i | -5
O=C(O)c1ccc(O)c(O)c1 | i | i | 10 | 4 | -2 | i | i | i | i | i | -5
COc1ccccc1N1CCN(C(=O)C2CCCN(c3ncnc4c3nc3n4CCCCC3)C2)CC1 (configuration not stated) | i | i | -1 | 2 | -1 | i | i | i | i | i | -23

Limited to RGS4 inh, for some of the entries so far:
| SMILES | RGS4 inh |
| --- | --- |
| COC(=O)C(C)Sc1nc2c(cnn2-c2ccc(F)cc2)c(=O)[nH]1 (configuration not stated) | i |
| O=C(O)c1ccnc(SCC(=O)c2ccccc2)c1 | i |

(more compounds)
SMILES | KCNQ1 block | PolyA inhibitor | GSK3beta inhib | Dyrk1A ADPGlo | GSK3 alpha inh | RGS4 act | KCNK3 inh | RGS4 inh | KCNQ1 act | KCNK9 inh | hERG protect
CC(Oc1ccc2c(-c3ccccc3)cc(=O)oc2c1)C(=O)N1CCC[C@@H]1C(N)=O (some centres not stated) | i | i | 0 | -1 | -3 | i | i | i | i | i | -7
O=C(C1CCCCN1S(=O)(=O)c1ccccc1)N1CCN(C(c2ccccc2)c2ccccc2)CC1 (configuration not stated) | i | i | -2 | -1 | -1 | i | i | i | i | i | -10
Cn1c(SCC(=O)Nc2ccc3cn[nH]c3c2)nnc1-c1cnccn1 | i | i | -1 | 10 | -1 | i | i | i | i | i | -5
COc1cc(C(=O)N[C@@H](C)C(=O)NCc2ccco2)cc(OC)c1OC | i | i | -1 | 0 | 7 | i | i | i | i | i | -12
O=C(Nc1cccc(S(=O)(=O)Nc2ccccc2Cl)c1)c1ccc(N2CCCC2)c([N+](=O)[O-])c1 | i | i | 5 | -6 | -1 | i | i | i | i | i | -2
O=C(NCCCN1CCOCC1)c1ccc(S(=O)(=O)Nc2ccccc2F)cc1 | i | i | 0 | -7 | 1 | i | i | i | i | i | -2
COc1ccc(/C=C2/C(=O)OCc3cc(OC)c(OC)cc32)c(OC)c1 | i | i | 5 | 3 | 0 | i | i | i | i | i | -7
Cc1ccc(S(=O)(=O)NCC(=O)OCC(=O)N2CCN(C(=O)c3ccco3)CC2)cc1C | i | i | 13 | . | . | i | i | i | i | i | -8
COc1cc(C(=S)N2CCOCC2)ccc1OS(=O)(=O)c1ccc(NC(C)=O)cc1 | i | i | 1 | 0 | -2 | i | i | i | i | i | -2
O=C(O)c1cccc(N=NN2CCCCCC2)c1 | i | i | 1 | 5 | -2 | i | i | i | i | i | -5
O=C(Nc1ccc(NC(=O)c2cccc([N+](=O)[O-])c2)cc1)c1cccc([N+](=O)[O-])c1 | i | i | 0 | . | -1 | i | i | i | i | i | -5
O=C(COC(=O)CNS(=O)(=O)c1ccc2ccccc2c1)Nc1ccc2c(c1)OCO2 | i | i | 0 | -4 | -4 | i | i | i | i | i | -11
S=C(NCc1ccc(Cl)cc1Cl)NC1CCCCC1 | 7* | i | 2 | -2 | 2 | i | i | i | i | i | -15
CC(NC(=S)Nc1ccccc1)C1COc2ccccc2O1 (configuration not stated) | i | i | -3 | 0 | . | i | i | i | i | i | -9
COC(=O)c1cc(NC(=O)CC2C(=O)NCCN2C(=O)c2ccc(F)cc2)cc(C(=O)OC)c1 (configuration not stated) | i | i | 2 | 7 | 0 | i | i | i | i | i | -2
C/C(N)=C(/C#N)C(=O)CSc1ncnc2ccccc12 | i | i | -2 | 17 | . | i | i | i | i | i | -9
C=C(C)CSC1=C(C#N)C(c2ccccc2)CC(=O)N1 (configuration not stated) | i | i | 0 | -4 | -2 | i | i | i | i | i | -1
Cc1cccc(-c2noc(CCCC(=O)Nc3cccnc3)n2)c1 | i | i | -3 | -8 | 2 | i | i | i | i | i | -16

These rows are one share of the data; count on the stated rates, not on these rows.
